# Screens from PubChem BioAssay.
# OXTR agonist: human OXTR agonists, primary screen, fluorescence, CHO-OTR cells, Fluo-8 calcium; Oxytocin receptor (Homo sapiens), P30559; Fluo-8 calcium fluorescence; normalized: DMSO 0%, oxytocin 100%; activation, % at 3 µM; 320,000 tested, 0.32% active;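 active = activation above the mean of all tested compounds plus 3 SD, cutoff set per screening run, cut at about 20% in these data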;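 also: peak over basal fluorescence ratio from a 100 s FLIPR kinetic read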
# Target sequence (P30559 whole entry, looked up): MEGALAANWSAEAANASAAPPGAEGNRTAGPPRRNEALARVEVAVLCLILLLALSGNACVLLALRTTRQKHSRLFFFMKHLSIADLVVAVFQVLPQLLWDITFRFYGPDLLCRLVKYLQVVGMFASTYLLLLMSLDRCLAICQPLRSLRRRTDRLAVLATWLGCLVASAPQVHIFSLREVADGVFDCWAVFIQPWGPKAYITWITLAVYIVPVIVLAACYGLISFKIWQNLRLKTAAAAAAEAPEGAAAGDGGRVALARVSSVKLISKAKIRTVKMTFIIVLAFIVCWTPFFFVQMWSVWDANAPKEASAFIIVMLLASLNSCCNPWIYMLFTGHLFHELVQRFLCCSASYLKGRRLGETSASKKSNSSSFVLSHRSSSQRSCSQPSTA
# An asterisk follows results filed as active.
# The first 7 compounds, ahead of the listing:
SMILES,OXTR agonist
CC1CN(S(=O)(=O)c2ccc(C(=O)N3c4ccccc4CC3C)cc2)CC(C)O1 (stereo not given),-0.3
CN(C)CCCO[C@@H]1[C@H]2OC(C)(C)O[C@H]2O[C@@H]1[C@H](O)CO,0.3
O=C(O)c1cccnc1C(=O)c1ccccc1,0.9
O=C(O)/C(=C\c1ccc(C(F)(F)F)cc1)c1ccc(S(=O)(=O)N2CCCC2)s1,0.0
c1ccc(CN2CCC3(CCCc4ccccc43)CC2)cc1,-0.5
Cc1ccc(NC(=O)COC(=O)CN2C(=O)NC3(CCCC3)C2=O)cc1F,5.6
Cc1ccc(CSCC(=O)N(C)CC(=O)Nc2ccc(C)cc2)cc1,0.1

# All compounds of this part (from the top)
SMILES,OXTR agonist
CC1CN(S(=O)(=O)c2ccc(C(=O)N3c4ccccc4CC3C)cc2)CC(C)O1 (stereo not given),-0.3
CN(C)CCCO[C@@H]1[C@H]2OC(C)(C)O[C@H]2O[C@@H]1[C@H](O)CO,0.3
O=C(O)c1cccnc1C(=O)c1ccccc1,0.9
O=C(O)/C(=C\c1ccc(C(F)(F)F)cc1)c1ccc(S(=O)(=O)N2CCCC2)s1,0.0
c1ccc(CN2CCC3(CCCc4ccccc43)CC2)cc1,-0.5
Cc1ccc(NC(=O)COC(=O)CN2C(=O)NC3(CCCC3)C2=O)cc1F,5.6
Cc1ccc(CSCC(=O)N(C)CC(=O)Nc2ccc(C)cc2)cc1,0.1
CCCCN(C(=O)c1ccc(C)o1)c1c(N)n(CC(C)C)c(=O)[nH]c1=O,-0.8
COc1ccccc1NC(=O)C(C)OC(=O)CCCN=C1NS(=O)(=O)c2ccccc21 (stereo not given),1.9
COCCCN1C(=O)c2ccc(C(=O)OCC(=O)NCc3cccc(OC)c3)cc2C1=O,0.9
O=C(Nc1ccc(OC(F)(F)F)cc1)C1CCCN(C(=O)c2ccc(Cl)cc2)C1 (stereo not given),7.1
Fc1ccc(OCCOCCN2CCCC2)cc1,1.4
COc1ccc(N2CCN(C(=O)COC(=O)CCOc3ccc(C)cc3)CC2)cc1,3.0
CCc1noc(C)c1C(=O)N(Cc1ccccc1)c1c(N)n(CCOC)c(=O)[nH]c1=O,0.2
COCCN(C(=O)COC(=O)CNC(=O)c1cccs1)c1c(N)n(Cc2ccccc2)c(=O)[nH]c1=O,0.0
COc1ccccc1C(=O)COC(=O)CN1C(=O)NC2(CCCC2)C1=O,-0.3
Cc1cc(NC(=O)CSCC(=O)OCC(=O)Nc2cc(C)c(C)cc2[N+](=O)[O-])no1,-1.9
CCn1c(SCC(=O)c2c(N)n(C3CC3)c(=O)[nH]c2=O)nnc1-c1ccccc1OC,0.7
Cc1nc2c(C)cccn2c(=O)c1NC(=O)COc1ccccc1,-0.6
CC(C(=O)Nc1ccccn1)N1C(=O)c2ccccc2S1(=O)=O (stereo not given),-1.3
O=C1NC2(CCCC2)C(=O)N1CC(=O)N(Cc1ccccc1)c1ccccc1,-1.9
Cc1c(NC(=O)c2cccc(NC(=O)COc3cccc(Br)c3)c2)c(=O)n(-c2ccccc2)n1C,1.3
O=S(=O)(c1cccc(-c2n[nH]c(=S)n2-c2ccc(OC(F)(F)F)cc2)c1)N1CCOCC1,0.6
CN(C(=O)CN1C(=O)NC2(CCc3ccccc32)C1=O)C1CCS(=O)(=O)C1 (stereo not given),0.1
COc1ccccc1C(=O)COC(=O)CSC(C)C(=O)Nc1cc(C)on1 (stereo not given),-0.6

# Other results
SMILES,OXTR agonist
C=CCn1c(C)cc(C(=O)COC(=O)CCc2cc(OC)c(OC)c(OC)c2)c1C,-0.2
C[N+](C)(C)CC=O,0.2
O=C(COC(=O)c1cc(Cl)ccc1O)Nc1cc(C(F)(F)F)ccc1N1CCOCC1,1.0
CCCc1cc(-c2ccc3c(c2)COc2c4ccccc4nn2-3)on1,-0.5
COc1ccccc1CNC(=O)COC(=O)CNS(=O)(=O)c1ccc(NC(C)=O)cc1,0.4
CCOc1ccccc1OCCCC(=O)N(CC)CC(=O)Nc1ccc(NC(C)=O)cc1,-1.1
CNS(=O)(=O)c1ccc2c(c1)C(=O)c1cc(S(=O)(=O)NC)ccc1CC2,0.1
O=C(CC1C[C@H](C(=O)N2CCOCC2)[C@@]2(CCC3CCCC3)c3[nH]c4ccccc4c3CCN2C1=O)NCc1ccco1 (stereo not given in full),-2.1
CCCCn1c(N)c(N(CCOC)C(=O)c2ccc(Br)o2)c(=O)[nH]c1=O,-0.3
CCOc1ccc(OCCC(=O)OCC(=O)Nc2cc(OCC)c(N3CCOCC3)cc2OCC)cc1,-0.5
Cc1ccc(NC(=O)CSCC(=O)Nc2cc(Cl)ccc2N2CCOCC2)cc1,-2.4
COCCN(C(=O)COC(=O)CSc1ccc(Cl)cc1)c1c(N)n(Cc2ccccc2)c(=O)[nH]c1=O,-0.3
Cc1ccc(S(=O)(=O)N(Cc2ccccc2Cl)C(=O)N2CCN(C)CC2)cc1,0.5
C[C@@H]1C[C@H]2[C@@H]3C[C@H](F)C4=CC(=O)C=C[C@]4(C)[C@@]3(Cl)[C@@H](O)C[C@]2(C)[C@H]1C(=O)COC(=O)C(C)(C)C,0.2
N#C/C(=C\c1ccc(O)c(O)c1)C(=O)c1ccc(O)c(O)c1,0.1
COc1ccc(NC(=O)N(C)C[C@H]2Oc3ccc(NC(=O)NC4CCCCC4)cc3C(=O)N([C@H](C)CO)C[C@@H]2C)cc1,2.1
CCN(CC)S(=O)(=O)c1ccc2oc(SCC(=O)Nc3cc(C)on3)nc2c1,0.2
N#Cc1ccc(C(=O)NC(=S)N2CCOCC2)cc1,1.9
COc1ccc(NC(=O)Nc2cccc3c2O[C@H](CN(C)C(=O)Nc2ccc4c(c2)OCO4)[C@@H](C)CN([C@H](C)CO)C3=O)cc1,1.7
N#Cc1ccc(OCC(=O)N(C2CCCCC2)C2CCS(=O)(=O)C2)cc1 (stereo not given),1.3
COCCn1c(Cc2ccccc2)nnc1SC(C)C(=O)NC1CC1 (stereo not given),0.1
CCCCN(C(=O)c1cccc(-n2cccc2)c1)c1c(N)n(CCC)c(=O)[nH]c1=O,-3.0
CCN1CCN(c2ccc(S(=O)(=O)N3CCOCC3)cc2NC(=O)c2cc(Cl)nc3ccccc23)CC1,1.5
CCOc1ccc(CCNC(=O)C2CC(=O)N(Cc3ccc(C)cc3)C2)cc1OCC (stereo not given),-1.9
O=C(C[C@@H]1C/C=C/CC[C@@H](Cc2ccc(F)cc2)C(=O)OC[C@H](Cc2ccccc2)NC1=O)N[C@H](CO)Cc1ccccc1,0.1

# The list goes on:
SMILES,OXTR agonist
O=S(=O)(NCCCCNS(=O)(=O)c1c(F)cccc1F)c1ccc2c(c1)OCCO2,1.3
COc1ccc(Cl)cc1NC(=O)CSc1nnc(Cc2ccc(C)cc2)c(=O)[nH]1,0.5
CN1CCN(c2ccc(S(=O)(=O)N3CCCCC3)cc2NC(=O)COc2cccc(Cl)c2)CC1,1.5
CCOc1ccc(NS(=O)(=O)c2ccc(NC(=O)c3ccccn3)cc2)cc1,5.7
CC1CC1C(=O)OCC(=O)Nc1ncc(Cl)cc1Cl (stereo not given),-0.2
CCOc1ccc(-c2cccc(NC(=O)c3cccs3)c2)nn1,-2.3
C=C1C[C@@]23CCC4[C@@](C)(CCC[C@@]4(C)C(=O)O)C2CC[C@]1(O)C3 (stereo not given in full),2.4
COc1ccc(OC)c(S(=O)(=O)Nc2ccc3c(c2)N(C(C)=O)CCC3)c1,0.3
C[C@H](CO)N1C[C@H](C)[C@@H](CN(C)C(=O)NC2CCCCC2)Oc2c(NC(=O)Cc3ccccc3)cccc2C1=O,1.4
CCN1C(=O)[C@@H]2[C@@H](c3ccc(-c4ccc(C(C)=O)cc4)cc3)N3CCCC[C@@]3(C(=O)OC)[C@@H]2C1=O,0.2
O=C(OCC(=O)N1CCCCC1)c1c[nH]c2ccccc12,1.7
Cc1cnc(C(=O)OCc2cc(=O)n3c(C)cccc3n2)cn1,1.4
COc1ccc(NC(=O)c2cccc(S(=O)(=O)NCc3ccccc3)c2)cc1S(N)(=O)=O,1.1
Cc1c(C(=O)Nc2ccc(S(=O)(=O)N(C)C3CCN(C)CC3)cc2)oc2ccccc12,12
Cc1ccsc1C(=O)N1CCN(c2ncccn2)CC1,1.0
CCCCc1ccc(NC(=O)CSc2nc(=O)n(CCCN3CCOCC3)c3c2CCC3)cc1,-0.6
CC1CCCC(NC(=O)COc2ncnc3ccccc23)C1C (stereo not given),1.0
O=C(/C=C/c1ccccc1)NCCS(=O)(=O)N1CCN(c2ccccc2)CC1,-1.4
Cn1c(N)c(C(=O)CSc2nn(-c3ccc(F)cc3)c(=S)s2)c(=O)n(C)c1=O,4.3
O=C1OC[C@H]2CCCN2C(=O)[C@@H](CC(=O)N(CCO)Cc2ccccc2)C/C=C\CC[C@H]1Cc1ccc(F)cc1,-2.2
CCOc1ccc(S(=O)(=O)Nc2cccc(C(=O)N3CCN(C(C)=O)CC3)c2)cc1,-0.7
CCN(Cc1ccccc1)C(=O)COC(=O)c1cc(S(=O)(=O)Nc2ccccc2OC)ccc1O,6.1
CC(C)Nc1nnc(SCC(=O)N2CCN(C(=O)c3ccco3)CC2)s1,0.2
CC1(c2ccccc2Br)NC(=O)N(CC(=O)NC2CCCCC2)C1=O (stereo not given),0.8
COc1ccccc1NC(=O)C(C)OC(=O)CC1CCCCC1 (stereo not given),-2.4

# Going on with the list:
SMILES,OXTR agonist
O=C(COC(=O)CNC(=O)c1sc2ccccc2c1Cl)NC1CCS(=O)(=O)C1 (stereo not given),-0.8
Cc1ccc(C)c(S(=O)(=O)N2CCN(C(=O)CSC(=S)N3CCCC3)CC2)c1,0.5
Cc1cccc(NC(=O)c2ccc(C(=O)c3ccccc3)cc2)n1,1.4
C=CCC[C@@H](Cc1ccc(F)cc1)C(=O)OC[C@@H](Cc1c[nH]c2ccccc12)NC(=O)[C@H](CC=C)CC(=O)N(CCO)Cc1ccccc1,0.6
CC(C)CN(C(=O)CN1C(=O)NC2(CCc3ccccc32)C1=O)C1CCS(=O)(=O)C1 (stereo not given),0.2
CC(=O)Nc1ccc(NC(=S)NC(=O)c2ccc(-c3ccccc3)cc2)cc1,0.1
COc1cc(C(=O)NNC(=O)c2ccc3c(c2)OCCO3)cc(OC)c1OC,2.0
Cc1ccccc1NC(=O)CC1C(=O)Nc2ccccc2N1CC(=O)N(C)C1CCS(=O)(=O)C1 (stereo not given),0.7
O=C(c1ccc(S(=O)(=O)Nc2ccccc2F)cc1)N1CCN(c2ccccc2O)CC1,-0.1
CCN(CC(=O)NCc1cccs1)CC(=O)Nc1c(Cl)ccc(C)c1Cl,-0.2
Cc1ccc(C(=O)OCC(=O)Nc2cccc(S(=O)(=O)N3CCOCC3)c2)o1,3.1
S=c1[nH]ncn1NCc1cccc(Br)c1,0.5
CCN(C(=O)CSc1nc2scc(-c3ccccc3)c2c(=O)n1C)C1CCS(=O)(=O)C1 (stereo not given),0.7
COc1ccccc1CN(C)C(=O)CSc1nnc(C2CC2)n1C1CC1,-0.2
NC(=O)c1ccsc1NC(=O)COC(=O)c1ccc(Cl)cc1,10
Nc1cc(=O)[nH]c(SCC(=O)NCCC2=CCCCC2)n1,0.4
Cc1cc(Br)ccc1NC(=O)CN(C)C(=O)CCSc1ccc(F)cc1,-0.1
CCOCCn1ccc2c(OCC(=O)Nc3ccccc3OC)cccc2c1=O,-2.6
CNC(=O)COC(=O)C1CCN(S(=O)(=O)c2ccc3c(c2)OCCO3)CC1,1.0
O=C(CCN1C(=O)C2CC=CCC2C1=O)Nc1nc(-c2ccc(F)c(F)c2)cs1 (stereo not given),7.7
CN(CC(=O)Nc1cccc(F)c1)C(=O)CCN1C(=O)C2CC=CCC2C1=O (stereo not given),0.4
Cc1ccnc2nc(C(=O)OCC(=O)c3ccccc3)nn12,0.9
COC(=O)[C@H](Cc1ccccc1)NC(=O)Cn1cnc2c(OCc3ccccc3)ncnc21,-0.2
[O-][n+]1ccccc1/C=C/c1ccccc1,13
C#CCOCCOCCOCCNc1nc(N2CCOCC2)nc(N2CCN(C(=O)[C@H](CCCCN)n3cc(CN)nn3)CC2)n1,1.4

# 3 structures out of the list, sorted by heavy-atom count, rising:
SMILES,OXTR agonist
CN(CC(=O)Nc1cccc(F)c1)C(=O)CCN1C(=O)C2CC=CCC2C1=O (stereo not given),0.4
CCOCCn1ccc2c(OCC(=O)Nc3ccccc3OC)cccc2c1=O,-2.6
COC(=O)[C@H](Cc1ccccc1)NC(=O)Cn1cnc2c(OCc3ccccc3)ncnc21,-0.2

# Additional entries.
SMILES,OXTR agonist
Cc1ccc(S(=O)(=O)N2CCN(C(=O)CCCN3C(=O)NC4(CCCC4)C3=O)CC2)cc1C,-0.2
COc1ccc(Cl)cc1NC(=O)COC(=O)c1c(-c2ccccc2)noc1C,-1.1
CCC(C)(C)C1CCc2[nH]nc(C(=O)NCCN3CCOCC3)c2C1 (stereo not given),-1.0
O=C(NCc1ccccn1)c1ccc(Cl)c(S(=O)(=O)NCc2ccccc2)c1,0.7
CCN(CC(=O)Nc1ccc(OC)cc1)C(=O)c1cc(S(=O)(=O)N(C)C)ccc1N1CCCC1,-0.9
CC(=O)Nc1ccc(S(=O)(=O)N(C)CC(=O)OCC(=O)N2CCN(C(=O)c3ccco3)CC2)cc1,0.5
Cc1noc(C)c1S(=O)(=O)N(C)C[C@H]1Oc2ccc(NC(=O)NC(C)C)cc2C(=O)N([C@H](C)CO)C[C@@H]1C,-0.3
C#CCOCCOCCOCCNc1nc(N2CCN(C(=O)CCCCCCCCCCNC(=O)[C@H](CCCN=C(N)N)n3cc(C[C@@H](C)CC)nn3)CC2)nc(N2CCN(C(=O)CCCCCCCCCCNC(=O)[C@@H]([C@H](C)CC)n3cc(CCCCCN)nn3)CC2)n1,-0.5
CCC1CCCCN1C(=O)CCn1c(=O)oc2ccccc21 (stereo not given),-0.2
CC1CCCCN1C(=O)COC(=O)C1CCN(S(=O)(=O)c2ccc(Cl)c(C(F)(F)F)c2)CC1 (stereo not given),0.5
CC1(c2ccccc2)NC(=O)N(CC(=O)Nc2cc3c(cc2Br)OCCO3)C1=O (stereo not given),4.6

# Not all compounds are listed; count on the stated rates, not on these rows.
